Assay outcomes from PubChem BioAssay.
Myeloid diff 2 – induction of myeloid progenitor differentiation, primary screen, cell-based, flow cytometry, MLPCN library; ER-HoxA9 myeloid progenitors, lysozyme-GFP differentiation; calls only at 10 µM; 360,000 tested, 1% active; AID 624256, 2012;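 active = normalized GFP-positive differentiation at or above the plate's own cutoff, the solvent-only control mean plus 3 SD; inconclusive = no clear call, values can overlap the other calls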;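 note: cells exposed to compound for four days before flow analysis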
Myeloid diff 2 GFP+ MAC1+ % – further read-out of Myeloid diff 2, marked with its call; GFP+ MAC1+ double positive, %; measured here: differentiation confirmed by MAC1 staining
Numbers without * were called inactive; i = inactive; ? = inconclusive; . = not tested or not shown; + = active, no number. Some of the compounds tested; count on the stated rates, not on these rows.

SMILES	Myeloid diff 2	Myeloid diff 2 GFP+ MAC1+ %
COc1cccc(Oc2ccc(C(F)(F)F)cc2NC(=O)CN2C(=O)NC3(CCCC3)C2=O)c1	i	0.4
C[C@@H]1CCCCO[C@H](CN(C)Cc2ccc(Cl)c(Cl)c2)[C@@H](C)CN([C@H](C)CO)C(=O)c2cc(N(C)C)ccc2O1	i	0.4
C#CC1(O)CCCC2C3CCC4CC(OC(C)=O)CCC4(C)C3C(=O)CC21C (stereo not given)	i	1.0
Cc1ccc(C(=O)NCC(=O)OCc2nnc(-c3ccc([N+](=O)[O-])cc3)o2)cc1	i	0.4
COc1ccccc1NC(=O)CSc1n[nH]c(-c2ccco2)n1	i	0.7
O=C(COc1ccc(Br)cc1)N(Cc1nnc(-c2ccccc2Cl)o1)C1CC1	i	0.6
CC(=O)C[C@@H](O)CC(=O)[C@@H]1OC(=O)CCCCCCCCc2ccccc21	i	1.1
Cc1ccc(NS(=O)(=O)c2cc(C(=O)N(C)C3CCN(C)CC3)ccc2Cl)cc1Cl	i	1.3
O=C1c2ccccc2C(=O)N1c1ccccc1	i	3.3
Cc1ccc(/C(O)=C2/C(=O)C(=O)N(CCCn3ccnc3)C2c2cccnc2)cc1 (stereo not given)	i	0.3
O=C(COC(=O)Cc1ccccc1F)NCc1ccc(Cl)cc1	i	1.0
O=C(Nc1ccc2c(c1)OCO2)c1csc(COCCO)n1	i	0.9
CC(C)C1C(=O)N(Cc2cn(CCC3OCCCO3)nn2)CCS(=O)(=O)N1Cc1ccc(-c2cccc(CO)c2)cc1 (stereo not given)	i	0.6
CCc1nnc(NC(=O)c2oc3ccc(Br)cc3c2C)s1	i	1.1
CCCNC(=O)C1(C)CCN(C(=O)c2oc3ccccc3c2C)C1 (stereo not given)	i	0.8
CCCCCCn1cc(CN2CC(N3CCN(Cc4cccc(C)c4)CC3)CS2(=O)=O)nn1 (stereo not given)	i	0.4
COc1ccc(C#Cc2cnc3c(c2)C(=O)N([C@H](C)CO)C[C@@H](C)[C@H](CN(C)C(=O)CN(C)C)O3)cc1	i	2.4
Cc1cc2c(cc1C)-n1nnnc1C(N1CCN(c3ccccn3)CC1)C(c1ccc3c(c1)OCO3)=N2 (stereo not given)	i	2.0
O=C(COC(=O)c1ccc([N+](=O)[O-])cc1)NC12CC3CC(CC(C3)C1)C2	i	0.9
Cc1nccn1-c1ccc(NC(=O)[C@H]2O[C@@H](n3cnc4c(N)ncnc43)[C@H](O)[C@@H]2O)cc1	i	0.9
CCCCN(C=O)c1c(CC)nc2c(OCc3cc(Cl)cc(Cl)c3)cccn12	i	0.0
CC1(N=Cc2cc(Cl)ccc2O)COP(=O)(Nc2ccccc2)OC1 (stereo not given)	i	0.6
Clc1ccc(C=NNc2ccccn2)c(Cl)c1	i	0.2
C(=C\c1ccccc1)/CN1CCN(C(c2cccc3ccccc23)c2nnnn2-c2ccc3c(c2)OCCO3)CC1 (stereo not given)	i	2.5
CC(C)c1cc(C(=O)NC2CCCCCC2)c2ccccc2n1	i	1.4
CC(=O)c1ccc(CCCc2ccc(C(C)=O)cc2)cc1	i	1.1
CC1(C(=O)NCc2ccc3c(c2)OCO3)CCN1C(=O)Cc1ccc(Cl)cc1Cl (stereo not given)	i	0.6
CCN(CC)C(=O)[C@H]1CC(CC(=O)NCCN2CCOCC2)C(=O)N2CCc3c([nH]c4ccc(OC)cc34)[C@]12C (stereo not given in full)	i	0.5
O=c1cccc(-c2ccc3ccccc3c2)o1	i	1.1
CCCCCC(=O)N1C[C@@H](O)[C@H](n2cc(C3CC3)nn2)C[C@@H]1c1ccc(Cl)cc1	i	1.1
CCCCn1nnnc1C1(C)CCC(=O)N1Cc1cc(OC)ccc1OC (stereo not given)	i	1.4
COCCN(C(=O)CSc1nc2ccccc2s1)c1c(N)n(Cc2ccccc2)c(=O)[nH]c1=O	+	4.4*
COc1ccc(S(=O)(=O)N2CCc3ccccc32)cc1C(=O)Nc1ccc(NC(C)=O)cc1	i	0.6
CSc1ccccc1NC(=O)C(C)N(C)CC(=O)N1CCN(Cc2ccccc2)CC1 (stereo not given)	i	0.2
CNC(=O)c1ccc(NC(=O)CCNC(=O)Nc2ccccc2)cc1	i	0.3
CC[C@]12c3[nH]c4cc(CCC(=O)N(C)C)ccc4c3CCN1C(=O)[C@@H](CC(=O)NCCCOC)C[C@@H]2C(=O)N1CCN(C(=O)C2CC2)CC1	i	0.2
O=C(O)C1C2C=CC(O2)C1C(=O)Nc1ccccn1 (stereo not given)	i	0.9
O=C1OCCC1=COCCOC=C1CCOC1=O	i	0.9
CC1(C(=O)NS(=O)(=O)c2cccc(Cl)c2)CCN1C(=O)C1CC1 (stereo not given)	i	0.9
COc1ccc(-c2nc3ccc(C)cn3c2Cc2cccc(F)c2)cc1OC	i	0.5
Cc1c(NC(=O)c2cccc(NC(=O)Cc3ccccc3Cl)c2)c(=O)n(-c2ccccc2)n1C	i	1.0
COc1ccc(NC(=O)N(C)C[C@H]2Oc3c(NC(=O)Nc4c(C)noc4C)cccc3C(=O)N([C@H](C)CO)C[C@@H]2C)cc1	i	0.4
COc1ccc(C=CC(=O)c2ccc([N+](=O)[O-])cc2)cc1	i	1.8
CN(C)CC(C)(C)CNc1ccc(S(=O)(=O)N2CCCC2)cn1	i	0.5
CC(C)CC1C(=O)N(Cc2cn(Cc3ccco3)nn2)CCS(=O)(=O)N1Cc1ccc(-c2ccc(Cl)c(Cl)c2)cc1 (stereo not given)	i	0.8
COC(=O)C1C(OC)=CC(=O)C2CCCCC21 (stereo not given)	i	0.8
CCCC(=O)N1CCC1(C)C(=O)Nc1ccc(OC(F)F)cc1 (stereo not given)	i	0.7
CNc1cccc(-c2cccc(C(=O)N3CCOCC3)c2)n1	i	0.4

The final 2 entries of the part before come first, to join the parts.
SMILES	Myeloid diff 2	Myeloid diff 2 GFP+ MAC1+ %
CCCC(=O)N1CCC1(C)C(=O)Nc1ccc(OC(F)F)cc1 (stereo not given)	i	0.7
CNc1cccc(-c2cccc(C(=O)N3CCOCC3)c2)n1	i	0.4
O=C(OCC(=O)N1CCCCC1)c1ccc(OC(F)(F)F)cc1	i	0.7
CC(Sc1nnc(N)s1)C(=O)c1c(N)n(C)c(=O)n(C)c1=O (stereo not given)	i	0.7
Cc1ccc(-n2nnnc2SCC(=O)NC2CCS(=O)(=O)C2)c(C)c1 (stereo not given)	i	0.3
CC1(C(=O)NS(=O)(=O)C2CC2)CCN(C(=O)COc2ccc(Cl)cc2Cl)C1 (stereo not given)	i	1.9
O=C1OCCC1=Cc1ccccc1	i	0.7
O=[N+]([O-])c1ccc(CN2CC(N3CCC(Cc4ccccc4)CC3)CS2(=O)=O)cc1 (stereo not given)	i	0.4
COc1cccc(-c2cnc(C(O)c3cccc(CN4CCCCC4)c3)[nH]2)c1 (stereo not given)	i	0.3
OC[C@@H]1CN(Cc2ccc(-c3ccccc3)cc2)C[C@H](n2cnc3c(Nc4ccccc4)ncnc32)O1	i	0.9
COC(=O)[C@@H](NCc1ccc(OC)c(B(O)O)c1)C(C)C	i	1.8
O=C(COC(=O)/C=C/c1cccc(C(F)(F)F)c1)NC(=O)NCc1ccccc1	i	0.7
CCc1nc(NCc2cccs2)c2nnn(Cc3ccccc3)c2n1	i	0.9
c1ccc(-c2nc3ccccc3n2C(c2ccccc2)c2nc3ccccc3[nH]2)cc1 (stereo not given)	i	2.6
COc1ccc(C(C)=O)cc1OCc1ccccc1	i	0.7
COCOCCn1cc(CN2CCS(=O)(=O)N(Cc3ccc(-c4ccc(OC)c(OC)c4)cc3)C(CC(C)C)C2=O)nn1 (stereo not given)	i	0.6
CCOC(=O)N1CCN(C(=O)C[C@@H]2C[C@@]3(C(=O)OC)CC(C)(C)CC=C3N(CCc3ccc(OC)c(OC)c3)C2=O)CC1	i	0.9
Nc1ncnc2c1ncn2[C@@H]1O[C@H](CNS(=O)(=O)c2cc(S(=O)(=O)c3ccccc3)cs2)[C@@H](O)[C@H]1O	i	0.6
O=C(Nc1cc(C(F)(F)F)cc(C(F)(F)F)c1)O[C@@H]1c2ccccc2[C@@H]2Cc3csc[n+]3[C@H]12	i	0.2
CC1CCN(C(=O)COC(=O)/C=C/c2ccc([N+](=O)[O-])cc2)CC1	i	2.3
O=C(NNS(=O)(=O)c1ccccc1Cl)C1COc2ccccc2O1 (stereo not given)	i	0.5
CNc1ncnc2c1ncn2[C@H]1CN(CCN2CCOCC2)C[C@@H](CO)O1	i	2.0
CC1(c2nnnn2Cc2ccccc2)CCC(=O)N1c1ccc(N2CCOCC2)cc1 (stereo not given)	i	0.3
COCCNC(=O)C1(C)CCCN(CCS(=O)(=O)c2ccc(C)cc2)C1 (stereo not given)	i	0.4
O=C(Cn1[nH]c(=O)c2ccccc2c1=O)OCC(=O)c1ccc(F)c(F)c1	i	1.0
Cc1nc(NC(=O)C(C)(C)C)sc1C(=O)Cn1cc(-c2ccc(C(C)(C)C)cc2)nn1	i	1.0
Cc1ccccc1-c1cc2nc(NCCOc3ccccc3Cl)n(C)c(=O)c2s1	i	0.2
CCCNC(=O)C1(C)CCCN(C(=O)c2cccc(C#N)c2)C1 (stereo not given)	i	0.6
Cc1ccc([C@H]2C[C@@H](O)[C@H](n3cc(-c4ccc(F)cc4)nn3)CN2C(=O)c2cccs2)cc1	i	0.4
O=C(NC1CCCC1)C1c2ccccc2OCC(=O)N1Cc1cccnc1 (stereo not given)	i	1.1
C#CCN(C[C@H]1[C@H](OC(=O)NCc2ccco2)[C@H](OC(=O)NCc2ccco2)C[C@H]2C(=O)N(c3ccccc3)C(=O)[C@@H]12)S(=O)(=O)c1ccc(C)cc1	i	0.2
CC(C)(C)c1ccc(S(=O)(=O)NC(=O)C2(C)CCN2C(=O)Cc2cccs2)cc1 (stereo not given)	i	1.0
O=C(Cc1cccc(NC(=O)C2CCCN(C(=O)C3CCCCC3)C2)c1)Nc1cccc(C(=O)N2CCOCC2)c1 (stereo not given)	i	1.2
O=C(C(=O)N1CCN(CCN2CCOCC2)CC1)c1ccccc1	i	2.0
O=C(NCc1cccnc1)c1cc(C2CCCCN2S(=O)(=O)c2ccccc2)on1 (stereo not given)	i	1.2
O=c1cc(CO)[nH]nc1CO	i	0.9
NC(=O)c1ccc(NC(=O)CSc2nnc(C3CC3)n2C2CC2)cc1	i	0.7
Cc1ccc(S(=O)(=O)N2CCOCC2)cc1NC(=O)CNc1ccccc1N1CCCC1=O	i	0.5
O=CC(O)C1OC(=O)C(O)C1O (stereo not given)	i	4.0
COc1cc2[nH]c(C)c(-c3ccccc3)c(=O)c2cc1Cl	i	0.5
CC(=O)OC1CCC2(C)C(=CCC3C4CC(=O)N(O)C(=O)C4(C)CCC32)C1 (stereo not given)	i	1.2
COc1ccc(NS(=O)(=O)c2ccc3c(c2)CCC(=O)N3)cc1O	i	0.8
CC1=CC2C(C(O)CC3(C)C2CC(C)C32OCOC23COCO3)C2(C)C/C(=C\O)C(=O)C=C12 (stereo not given)	?	.
CC1(C(=O)Nc2ccc3c(c2)OCO3)CCN1C(=O)CCC1CCCC1 (stereo not given)	i	2.4
COCCCNC(=O)C[C@@H]1C[C@@]2(C(=O)OC)CCCCC=C2N(Cc2ccco2)C1=O	i	1.0
CCOC(=O)C1=CC[C@@H](c2cc3cc(OC)ccc3n2C)N(S(=O)(=O)c2ccc(C)cc2)[C@H]1C(=O)OCC	i	2.8

Among those listed so far, these have an aryl methoxy group:
SMILES	Myeloid diff 2	Myeloid diff 2 GFP+ MAC1+ %
COc1cccc(Oc2ccc(C(F)(F)F)cc2NC(=O)CN2C(=O)NC3(CCCC3)C2=O)c1	i	0.4
COc1ccccc1NC(=O)CSc1n[nH]c(-c2ccco2)n1	i	0.7
COc1ccc(C#Cc2cnc3c(c2)C(=O)N([C@H](C)CO)C[C@@H](C)[C@H](CN(C)C(=O)CN(C)C)O3)cc1	i	2.4
CCN(CC)C(=O)[C@H]1CC(CC(=O)NCCN2CCOCC2)C(=O)N2CCc3c([nH]c4ccc(OC)cc34)[C@]12C (stereo not given in full)	i	0.5
CCCCn1nnnc1C1(C)CCC(=O)N1Cc1cc(OC)ccc1OC (stereo not given)	i	1.4
COc1ccc(S(=O)(=O)N2CCc3ccccc32)cc1C(=O)Nc1ccc(NC(C)=O)cc1	i	0.6
COc1ccc(-c2nc3ccc(C)cn3c2Cc2cccc(F)c2)cc1OC	i	0.5
COc1ccc(NC(=O)N(C)C[C@H]2Oc3c(NC(=O)Nc4c(C)noc4C)cccc3C(=O)N([C@H](C)CO)C[C@@H]2C)cc1	i	0.4
COc1ccc(C=CC(=O)c2ccc([N+](=O)[O-])cc2)cc1	i	1.8
COc1cccc(-c2cnc(C(O)c3cccc(CN4CCCCC4)c3)[nH]2)c1 (stereo not given)	i	0.3
COC(=O)[C@@H](NCc1ccc(OC)c(B(O)O)c1)C(C)C	i	1.8
COc1ccc(C(C)=O)cc1OCc1ccccc1	i	0.7
COCOCCn1cc(CN2CCS(=O)(=O)N(Cc3ccc(-c4ccc(OC)c(OC)c4)cc3)C(CC(C)C)C2=O)nn1 (stereo not given)	i	0.6
CCOC(=O)N1CCN(C(=O)C[C@@H]2C[C@@]3(C(=O)OC)CC(C)(C)CC=C3N(CCc3ccc(OC)c(OC)c3)C2=O)CC1	i	0.9
COc1cc2[nH]c(C)c(-c3ccccc3)c(=O)c2cc1Cl	i	0.5
COc1ccc(NS(=O)(=O)c2ccc3c(c2)CCC(=O)N3)cc1O	i	0.8
CCOC(=O)C1=CC[C@@H](c2cc3cc(OC)ccc3n2C)N(S(=O)(=O)c2ccc(C)cc2)[C@H]1C(=O)OCC	i	2.8
